Screening data (PubChem BioAssay)
TRb SRC2 PPI – qHTS for Inhibitors of the Interaction of Thyroid Hormone Receptor and Steroid Receptor Coregulator 2 | Thyroid hormone receptor beta (Homo sapiens), P10828 | TRbeta-SRC2 peptide binding, fluorescence polarization; receptor liganded with 1 µM T3 | Potency, µM (top dose mostly 106 µM), without a hit: at the top dose activity change, negative = inhibition, most hits filed as inhibitors | hit rate 0.065% among 280,000;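 note: plate controls were bound peptide for no effect and peptide without receptor for full effect; nearly all actives have a fitted effect of over 50% in size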
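Quantitative HTS by FP: 0.6 uM TRb LBD, 20 nM labeled SRC2 20-mer, 1 uM T3, 5% DMSO; 5 hr ambient incubation; % activity per concentration and potencies from concentration series.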
RGS12 GoLoco inh – qHTS Assay for Inhibitors of RGS12 GoLoco Motif Activity (Red Fluorophore); Guanine nucleotide-binding protein G(i) subunit alpha-1 (Homo sapiens), P63096; Gai1:RGS12 GoLoco peptide FP, rhodamine, 10 min; Potency, µM (doses to about 61.6 µM), without a hit: at the highest dose activity, negative = inhibition, most hits filed as inhibitors; hit rate 0.44% among 230,000; AID 880, 2007; active = well fitted inhibition curve with a large enough effect, not every such curve was filed as active; inactive = no such curve, though single readings can be large or run the other way; note: % is set by controls: 0 for no effect and ±100 for the full control effect; nearly all actives have a fitted effect of over 30% in size; many of its hits are not listed in these tables
Target sequence (P63096 whole entry, looked up): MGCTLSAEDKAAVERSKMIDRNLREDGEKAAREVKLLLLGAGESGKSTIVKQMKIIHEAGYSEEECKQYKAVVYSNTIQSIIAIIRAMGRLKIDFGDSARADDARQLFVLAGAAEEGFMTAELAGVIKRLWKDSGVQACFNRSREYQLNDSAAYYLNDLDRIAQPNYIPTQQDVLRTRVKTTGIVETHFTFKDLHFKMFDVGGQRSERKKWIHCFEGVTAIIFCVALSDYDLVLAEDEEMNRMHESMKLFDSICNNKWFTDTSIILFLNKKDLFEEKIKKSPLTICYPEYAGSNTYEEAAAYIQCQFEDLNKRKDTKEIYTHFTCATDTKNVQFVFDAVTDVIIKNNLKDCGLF
SMN2 splice up – qHTS Assay for Enhancers of SMN2 Splice Variant Expression; HEK293 SMN2-luciferase splicing reporter, luminescence, 30-36 h; Potency, µM (highest dose often 46.1 µM), for the others: at the top dose activity change, positive = activation, actives largely listed as activators; hit rate 2.8% among 210,000; note: % of control where 0% means no effect; nearly all actives have a fitted effect of over 55% in size
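HEK293 cells carry an SMN2 minigene-luciferase reporter in which exon 7 inclusion puts luciferase in frame. Cells were seeded at 2000 cells/well, attached for 10-12 hours, then exposed to compounds for 30-36 hours at 37C before ONE-Glo luminescence.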
LMNA splice mod – qHTS Assay for Modulators of Lamin A Splicing | hit rate 0.01% among 200,000 | AID 1487, 2009 | Potency, µM (series often up to 46.1 µM), inactives show top-dose ratio change, negative = inhibition, actives largely listed as inhibitors | HeLa LMNA splicing GFP/RFP minigene ratio, 48 h; active = well fitted inhibition curve with a large enough effect in the signal ratio, with a control signal flat, not every such curve was filed as active; inconclusive = small, poorly fitted or top-dose-only effect, or effect the other way, or a change in a side signal; the % refers to the signal ratio; note: % is set by controls: 0 for no effect and ±100 for the full control effect
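S3 HeLa cells stably expressing lamin A-EGFP splicing minigene plus DsRed2, 600 cells/well, 48 h compound exposure at 37C. Laser-scanning cytometry; analysed as GFP (500-530 nm)/RFP (575-640 nm) total intensity ratio; 0.5% DMSO vehicle.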
ALDH1A1 block – qHTS Assay for Inhibitors of Aldehyde Dehydrogenase 1 (ALDH1A1); AID 1030, 2008; Aldehyde dehydrogenase 1A1 (Homo sapiens), P00352; hit rate 7.3% among 220,000; Potency, µM (titrated, usually from 75.3 µM), inactives show at the top dose activity, negative = inhibition, most hits filed as inhibitors; Purified ALDH1A1, NADH fluorescence, propionaldehyde substrate; active = well fitted inhibition curve with a large enough effect, not every such curve was filed as active; inconclusive = small, poorly fitted or top-dose-only effect, or another doubt; inactive = no such curve, though single readings can be large or run the other way;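 note: plate controls were no enzyme wells and a reference inhibitor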
RECQ1 inh – qHTS Assay for Inhibitors of RecQ-Like Dna Helicase 1 (RECQ1). ATP-dependent DNA helicase Q1 (Homo sapiens), P46063. RECQ1 DNA unwinding, red fluorescence kinetic read. Potency, µM (top dose mostly 57.3 µM), for the others: at the highest dose activity, negative = inhibition, hits mostly inhibitors. hit rate 0.54% among 240,000;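 note: plate controls were vehicle for no effect and no enzyme for full effect; nearly all actives have a fitted effect of over 30% in size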
Target sequence (P46063 whole entry, looked up): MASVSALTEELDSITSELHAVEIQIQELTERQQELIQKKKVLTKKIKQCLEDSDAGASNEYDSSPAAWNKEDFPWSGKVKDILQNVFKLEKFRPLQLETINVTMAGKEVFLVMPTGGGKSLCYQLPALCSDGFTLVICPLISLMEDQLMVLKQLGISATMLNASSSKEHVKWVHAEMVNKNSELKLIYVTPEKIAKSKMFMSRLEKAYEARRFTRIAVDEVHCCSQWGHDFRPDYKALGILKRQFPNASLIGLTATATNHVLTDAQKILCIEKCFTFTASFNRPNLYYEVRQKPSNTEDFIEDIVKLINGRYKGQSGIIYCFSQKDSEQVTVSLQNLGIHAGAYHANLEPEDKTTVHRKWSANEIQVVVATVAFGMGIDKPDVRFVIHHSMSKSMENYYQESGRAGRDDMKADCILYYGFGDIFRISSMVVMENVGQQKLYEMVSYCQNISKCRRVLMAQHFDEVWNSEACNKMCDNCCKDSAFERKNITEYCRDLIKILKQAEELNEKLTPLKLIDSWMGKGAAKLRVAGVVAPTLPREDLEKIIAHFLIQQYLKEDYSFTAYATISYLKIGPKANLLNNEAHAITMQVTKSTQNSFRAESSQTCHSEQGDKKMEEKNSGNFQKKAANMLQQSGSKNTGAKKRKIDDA
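50 nM RECQ1T1 preincubated 15 min with compound in Tris pH 8.0 buffer with MgCl2, DTT, Tween-20 and 2.5 ug/ml poly(dI-dC); started with 200 nM TAMRA/BHQ-2 forked duplex and 2 mM ATP. Unwinding read as fluorescence (525/598 nm), two reads 2 h apart.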
TexasRed fluor – Total Fluorescence Counterscreen for Inhibitors of the Interaction of Thyroid Hormone Receptor and Steroid Receptor Coregulator 2; TRb/SRC2 Texas Red total fluorescence interference; Potency, µM (series often up to 106 µM), inactives show at the highest dose fluorescence change, negative = quenching; hit rate 0.29% among 280,000; active = well fitted curve in either direction with a large enough effect; inconclusive = small, poorly fitted or top-dose-only effect; note: % is set by controls: 0 for no effect and ±100 for the full control effect
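Human TRβ ligand-binding domain (0.6 uM) and Texas Red SRC2 peptide (20 nM) in Tris buffer with 1 uM T3 and 5% DMSO were incubated with pinned compound for 5 hr at ambient temperature. Total fluorescence was computed as S + 2P (555/632 nm).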
KDM4E inh – qHTS Assay for Inhibitors of Human Jumonji Domain Containing 2E (JMJD2E); Lysine-specific demethylase 4E (Homo sapiens), B2RXH2; JMJD2E catalytic domain, FDH-coupled NADH fluorescence (FDH is formaldehyde dehydrogenase); Potency, µM (titrated, usually from 57.1 µM), for inactives: at the highest dose activity change, negative = inhibition, usual class: inhibitors; hit rate 1.6% among 230,000; AID 2147, 2009; active = well fitted inhibition curve with a large enough effect, not every such curve was filed as active; inconclusive = small, poorly fitted or top-dose-only effect, or another doubt; inactive = no such curve, though single readings can be large or run the other way;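 note: 0% = wells with enzyme and -100% = buffer wells without enzyme; nearly all actives have a fitted effect of over 50% in size; many of its hits are not listed in these tables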
* marks the source's active call; other numbers are inactive results; i = inactive; ? = inconclusive; . = not tested or not shown; & = joins results of further samples; ! = not confirmed by another sample; [ ] = another dose, or the depositor's remark. Unless noted, calls come from the whole dose curve; as a rule, active = well fitted curve in the direction sought with a large enough effect; inconclusive = small, poorly fitted or top-dose-only effect, or another doubt; inactive = no such curve, though single readings can be large; an effect the other way counts as inactive or inconclusive. Potency is the fitted concentration of half-maximal effect.

SMILES	TRb SRC2 PPI	RGS12 GoLoco inh	SMN2 splice up	LMNA splice mod	ALDH1A1 block	RECQ1 inh	TexasRed fluor	KDM4E inh
CCCNC(=O)c1ccc2c(=O)c(O)c(C)[nH]c2c1	3%	5%	.	.	.	i	0%	?
COCC(=O)OCn1nnc2ccccc2c1=O	3%	-1%	0%	2%[0.0737 µM]	15%	3%	0%	20%
C[C@](N)(Cc1ccc(O)c(O)c1)C(=O)O	-4%	11%&-11%&6%&4%	-29%&-11%	?	5.6µM*!	2.2µM*!	0%	16µM*!
CCN1C(=O)[C@H]2[C@H]3[C@H](O)[C@H](O)C/C(=N/OC)[C@@H]3CC[C@@H]2C1=O	-3%[11.2 µM]	.	.	.	-15%[13.5 µM]	0%[11.5 µM]	-2%[11.2 µM]	.
COc1ccc(N/C=C(\C2OC(=O)c3ccccc32)[N+](=O)[O-])cc1 (stereo not drawn)	5%	1%	18%	.	4%	i	-3%	-4%
CC(Sc1ccccc1)C(=O)NN=C1CCN(C)CC1 (stereo not drawn)	1%	6%	10%	-3%[46 µM]	?	-4%	0%	36%[activator]
O=C(/C=C/c1ccc(F)cc1)N1CC[C@@]2(O)CCCC[C@H]2C1	5%	12%	.	?	.	-36%	-4%	-8%
N#C/C(=C\c1ccc(OC(F)F)cc1)C(=O)N1CCCCC1	6%	2%	.	.	.	i	-2%	-4%
O=C(CSC1=N/C(=C/c2ccc(Cl)c(Cl)c2)C(=O)N1c1ccccc1F)NC1CC1	-3%	7%	-36%[inhibitor]	?	?	-10%	1%	?
O=C(NCC1CCCO1)C(=O)N/N=C/c1ccc(O)c(Cl)c1 (stereo not drawn)	-5%	2%	.	.	.	-6%	-2%	5%
O=C(NCC1CCCO1)C1CCN(S(=O)(=O)c2cccnc2)CC1 (stereo not drawn)	-4%	-8%	19%	0%	-6%	-1%	0%	3%
CCOCCCNc1c2c(nc3cc(-c4ccc(F)cc4)nn13)CCC2	-1%	-1%	-6%	?	-12%	0%	-5%	?
CCc1ccccc1N1CC23C=CC(O2)C(C(=O)O)C3C1=O (stereo not drawn)	13%	-8%	22%	-1%	-5%	-6%	-1%	5%
O=C1/C(=C/c2cccnc2)Oc2cc(OS(=O)(=O)c3ccc(Cl)cc3)ccc21	-30%	-5%	-62%[inhibitor]	7%	1.6µM*	7%	0%	-2%
OCCC1CN(Cc2cc(F)ccc2-n2cccn2)CCN1Cc1ccc(F)cc1 (stereo not drawn)	-5%	1%	.	.	.	-5%	1%	-2%
Cc1cc(C)n2cc(COc3ccc4ccccc4c3)nc2n1	-6%	2%	13µM*	-2%	-5%	-4%	-1%	?
O=c1cc2c(nn1Cc1cccc(Cl)c1)-c1ccccc1CC2	-13%	-7%	4%	-9%	?	-15%	0%	?
COc1ccc(C2Sc3nncn3N2Cc2ccc(C#N)cc2)cc1 (stereo not drawn)	3%	2%	5%	8%	10µM*	i	3%	3%
CN(C)c1ccc(P(=O)(OC2CCCCC2)C(O)c2cccnc2)cc1 (stereo not drawn)	2%	.	.	6%	1%	-2%	1%	1%
O=C(CSc1nc2ccccc2n1CCc1ccccc1)NC1CCS(=O)(=O)C1 (stereo not drawn)	-3%	18%	-6%	6%	?	i	0%	-3%
O=C(N/N=C/c1ccc2c(c1)OCO2)/C(=C/c1ccc2c(c1)OCO2)NC(=O)c1ccccc1	-13%	12%	4%	-17%	6%	-16%	-2%	?
CCSC1=N/C(=C\c2ccc(OC)cc2)C(=O)N1	-6%	19%	-13%	-3%	9.5µM*	-3%	-1%	-2%
CSc1ccccc1C(=O)C1CCCN(C(=O)c2ccc(N3CCOCC3)cc2)C1 (stereo not drawn)	2%	15%	.	16%[46 µM]	-2%	0%	-7%	1%
O=C(NC1CCN(C(=O)NC2CCCCC2)CC1)c1ccco1	-3%	5%	-4%	10%	-1%	-3%	2%	5%
CCCCc1c(C)nc2ccccc2c1SCCC#N	0%	9%	-36%[inhibitor]	-8%	7.1µM*	3%	-1%	-3%
CCc1c(C)nc(SCC(=O)c2cccs2)c(C#N)c1C	-15%	2%	16µM*	3%	?	-6%	-2%	-1%
Cc1ccc(C(=O)Nc2ccc(NC(=O)c3cccs3)cc2)cc1[N+](=O)[O-]	-2%	-1%	5%	.	11%	19%	0%	13%
COc1ccc(NC(=O)CN2C(=O)/C(=C3\SC(=S)N(C4CCS(=O)(=O)C4)C3=O)c3ccccc32)cc1 (stereo not drawn)	5%	1%	.	.	.	12%	-2%	-8%
CC(=O)c1ccc(NC(=O)C2Cc3ccccc3CN2C(=O)c2ccccc2)cc1 (stereo not drawn)	5%	.	.	?	-10%	-1%	-2%	-1%
Cc1ccc(-c2csc(/C(C#N)=C/Nc3ccccc3SC(F)(F)F)n2)c(C)c1	-4%	2%	-12%	-14%	9%	i	1%	1%
O=C1c2ccccc2C(=O)c2c1cccc2N1CCOCC1	3%	2%	-29%	-2%	-1%	-7%	-4%	2%
CCOC(=O)c1c(C)n(C)c2ccc(OCC(O)Cn3nc(C)c(Br)c3C)cc12 (stereo not drawn)	-6%	7%	3%	?	-10%	-14%	1%	-27%
COc1cc(C(=O)NC(=S)Nc2ccc3c(c2)C(=O)N(C)C3=O)cc(OC)c1OC	3%	-1%	12%	-7%	1µM*	1%	-1%	1%
CCOC(=O)c1ccc(NC(=S)NNC(C)(C)C)cc1	2%	-13%	.	.	.	-1%	1%	-2%
O=C(CCc1ccc(O)cc1)N/N=C/c1coc2ccccc2c1=O	-8%	11%	.	.	.	-3%	1%	7%
CCOC(=O)C1CCCCN1Cc1ccc(C(F)(F)F)cc1 (stereo not drawn)	-6%	-3%	6%	1%	?	10%	2%	?
CCc1ccccc1NC(=O)c1cnccn1	0%	16%	-9%	-6%	12%	-7%	4%	5%
O=C(Nc1ccc(N2CCN(C(=O)c3ccc(Cl)cc3)CC2)cc1)c1cc2ccccc2o1	8%	-2%	-22%	?	9%	?	2%	-9%
COc1ccccc1N1CC(C)(C)C(=O)N(C(=O)c2ccc(Cl)cc2)C1=S	4%	6%	.	.	.	-9%	-1%	0%
CCOCCCNc1nc2c(-c3ccccc3)nnn2c2ccccc12	7%	-6%	-2%	-7%	?	-12%	-3%	?
O=[N+]([O-])c1ccc(/C=N/Nc2cc(Cl)nc(-c3ccccc3)n2)cc1	9%	13%	-12%	-8%	19%	-9%	-2%	-2%
CCCn1c(N2CCN(C(=O)Nc3ccccc3)CC2)nc2ccccc21	2%	-14%	.	?	-14%	-1%	-1%	16%
CC1=CC=CC2=NC(=O)CC(C)(C(=O)N(CC(=O)NC(C)C)C3CCCC3)N12 (stereo not drawn)	-5%	2%	-1%	2%	?	-5%	-1%	?
CCN1C(=O)CSC1=NC12CC3CC(CC(C3)C1)C2	-8%	-2%	-16%	-7%	?	i	2%	-1%
CC(C)N(Cc1ccccc1)C(=O)CCc1ccccc1	-2%	-4%	13%	.	0%	i	2%	8%
COc1ccccc1CNC(=O)C1CCN(c2nc3ccccc3o2)CC1	1%	8%	-28%	?	3%	-4%	-7%	14%
CCCn1c(SCC(=O)Nc2nnc(-c3ccccc3)s2)nnc1-c1ccccn1	16%	3%	29%	13%	?	-2%	1%	-19%
Cn1cccc1/C=C1\SC(=O)N(c2ccc(O)cc2)C1=O	-24%	32%[activator]	13µM*	10%	-2%	-13%	1%	10%
COc1ccc(/C=N/NC(C)(C)C)c(OC)c1	6%	2%	-4%	?	20µM*	i	-2%	?
O=C(CNC(=O)c1ccc(Cl)cc1)NCC(F)(F)F	0%	2%	10%	?	6%	-3%	2%	1%
CCOc1cc(/C=N/O)ccc1OCc1ccc([N+](=O)[O-])cc1	-12%	5%	-27%	10%	-6%	-5%	-2%	3%
O=C(NN1C(=O)C2C3C=CC([C@H]4CC34)[C@@H]2C1=O)c1ccc(Br)cc1 (stereo partly drawn)	-6%	-10%	.	.	8%	i	-3%	-4%
Cc1ccc(-c2csc(NC(=O)C3CCN(S(=O)(=O)c4cccs4)CC3)n2)cc1	-1%	-3%	-96%[inhibitor]	?	0%	-7%	-6%	7%
O=C(NCc1cccnc1)c1csc2c1CCCC2	-1%	6%	-1%	-16%	?	-8%	0%	14%
CC(=O)c1c(C)nc(-c2ccccc2)nc1NC(=O)Cc1ccccc1	4%	18%	-17%	-13%[46 µM]	10%	30%	2%	0%
CN1CCC(OC(=O)COc2ccc(F)cc2)CC1	-6%	-3%	-33%[inhibitor]	-1%[46 µM]	-9%	6%	2%	4%
CN=Cc1cc(-c2ccccc2)sc1O	-10%	-4%	?	10%	-7%	i	0%	-1%
CCc1nc(N2CCOCC2)c(C#N)c2c1CCCC2	-6%	13%	18%	3%	?	-2%	-1%	?
Cc1onc(-c2ccccc2)c1C(=O)Nc1ccnn1C1CCCCC1	-10%	-4%	-4%	-12%	-10%	-2%	1%	3%
O=C(CCc1nc2cccnc2n1Cc1ccccc1)NCCc1ccc(Cl)cc1	-6%	1%	-9%	?	-2%	-8%	1%	5%
CSc1cccc(NC(=S)N(Cc2ccc(C)cc2)Cc2cccnc2)c1	-8%	8%	-8%	.	-8%	-18%	-6%	-11%
O=C(C/C=N/OCc1ccc(Cl)cc1Cl)c1ccccc1	-15%	6%	8%	-1%	-16%	i	-2%	-2%

The list is partial. The share of hits here may be higher or lower than overall.
